S-ASM inh = inhibitors of human secretory acid sphingomyelinase. Potency, µM (top dose mostly 57.5 µM), without a hit: at the highest dose activity change, negative = inhibition, hits mostly inhibitors. placental ASM, HMU-PC fluorogenic substrate, 60 min. 0.006% of 340,000 active; further: potency means the concentration at half of the fitted maximal effect
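HMU-PC0 cleavage (9 uM final) by human placental ASM, 60 min at 37 °C following 10 min compound exposure at RT; stopped at pH 10, fluorescence Ex 386/Em 447 nm.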
GALK inhibitor = galactokinase (human) inhibition; Potency, µM (titrated, usually from 57.5 µM), inactives show at the highest dose activity change, negative = inhibition, most hits filed as inhibitors; Purified GALK, Kinase-Glo residual ATP luminescence; AID 1868; 0.007% of 270,000 active; further: potency means the concentration at half of the fitted maximal effect; on the % scale 0 is the no-effect control and ±100 the full control effect
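The enzyme phosphorylates galactose (100 uM) using ATP (35 uM); inhibition is detected as higher residual ATP, quantified by bioluminescence after 1 h reaction at room temperature, pH 8.0.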
hERG WT inh = blocks the wildtype human KCNH2 potassium channel; Q12809; U2OS, BacMam KCNH2, thallium flux FluxOr; hits give low values; activity change, % at 1.84 µM; 0.37% of 340,000 active;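 active means maximum activity change below -70%; inconclusive means maximum activity change between -70% and -50%; inactive means maximum activity change above -50%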; further: on the % scale 0 is the no-effect control and ±100 the full control effect
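U2OS cells were transduced with wild-type KCNH2 virus (2.03 x 10^8 / mL) for 4 h at room temperature, then cultured overnight at 37 C. Thallium flux was read with FluxOr dye. Rate constants were normalized to DMSO controls.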
PKM2 act = increases activity of human pyruvate kinase M2; P14618; purified PKM2, Kinase-Glo ATP luminescence, activation; response scale: 0% is enzyme alone, no compound; 0.34% of 260,000 active; Potency, µM (highest dose often 57.5 µM), for the others: top-dose activation, hits mostly activators; AID 1631; further: potency means the concentration at half of the fitted maximal effect; on the % scale 0 is the no-effect control and ±100 the full control effect; nearly all actives have a fitted effect of over 55% in size
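Purified hPK-M2 (>95% pure) converted ADP (0.1 mM final) to ATP with 0.5 mM PEP in 50 mM imidazole pH7.2, KCl, MgCl2, Tween 20, BSA; 1 h at room temperature. ATP detected by Kinase-Glo luminescence.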
Eya2 phos inh = blocks the phosphatase activity of human Eya2; O00167; recombinant Eya2, OMFP fluorescence dephosphorylation (OMFP is methylfluorescein phosphate); Potency, µM (series often up to 76.9 µM), without a hit: top-dose activity, negative = inhibition, usual class: inhibitors; 0.006% of 330,000 active; AID 488837; further: potency means the concentration at half of the fitted maximal effect; on the % scale 0 is the no-effect control and ±100 the full control effect
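Eya2 protein (added as 0.2 uM solution) was preincubated with compound for 10 min at ambient temperature in 50 mM HEPES pH 7.5, 50 mM NaCl, 5 uM MgCl2, 0.05% BSA, 1 mM DTT. OMFP (added at 50 uM) then reacted 10 min; fluorescence read at 485/525 nm.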
MBNL1 CUG block = inhibitors of human MBNL1 binding to CUG repeat RNA; Q9NR56; TR-FRET MBNL1-His/biotin-(CUG)12 binding, 665/545 ratio; Potency, µM (titrated, usually from 57.5 µM), for the others: top-dose activity change, negative = inhibition, usual class: inhibitors; 0.036% of 280,000 active; AID 2675; active means well fitted inhibition curve with a large enough effect in the signal ratio, with a control signal flat, not every such curve was filed as active; inconclusive means small, poorly fitted or top-dose-only effect, or effect the other way, or a change in a side signal; inactive means no such curve, though single readings can be large or run the other way; the % refers to the signal ratio; further: potency means the concentration at half of the fitted maximal effect; on the % scale 0 is the no-effect control and ±100 the full control effect
Target sequence (Q9NR56 whole entry, looked up): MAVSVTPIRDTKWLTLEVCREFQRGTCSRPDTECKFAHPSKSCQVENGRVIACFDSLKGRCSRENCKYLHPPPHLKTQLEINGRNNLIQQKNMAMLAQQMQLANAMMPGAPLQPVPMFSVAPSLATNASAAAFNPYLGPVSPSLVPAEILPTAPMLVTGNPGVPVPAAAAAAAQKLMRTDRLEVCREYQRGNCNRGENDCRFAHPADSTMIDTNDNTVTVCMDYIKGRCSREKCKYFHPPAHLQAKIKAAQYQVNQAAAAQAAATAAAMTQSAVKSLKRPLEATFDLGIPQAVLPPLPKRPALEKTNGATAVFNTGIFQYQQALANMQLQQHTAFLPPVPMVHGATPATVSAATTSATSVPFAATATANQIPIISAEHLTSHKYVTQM
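His-tagged MBNL1 binding to biotinylated (CUG)12 RNA was measured by TR-FRET using terbium anti-His antibody (0.055 ng/ul final) and streptavidin-XL665 (5 nM final). Compounds were titrated 92 nM to 58 uM; 60 min at room temperature.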
TSHR antag = antagonists of human thyroid stimulating hormone receptor | P16473 | TSHR-expressing cells, TSH-stimulated cAMP HTRF, 2 h; hits give low values | 0.2% of 330,000 active | activity change, negative = inhibition, % at 11.5 µM;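 active means activity change below a set negative limit, meaning inhibition stronger than a set level, cut at about -70% in these data; inconclusive means activity change between two set negative limits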; further: on the % scale 0 is the no-effect control and ±100 the full control effect
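Inhibition of cAMP made by TSHR-expressing cells under TSH stimulation (4nM final, EC80; 2 h, 37 deg C) is quantified with a one-step lysis HTRF kit, anti-cAMP cryptate versus cAMP-d2.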
BCR signal inh = chronic active BCR signaling inhibition; ABC-DLBCL IkBa-CBG/CBR reporter, luminescence ratio, 4 h; Potency, µM (top dose mostly 46.1 µM), for the others: at the highest dose ratio change, negative = lower green/red ratio, most hits filed as inhibitors; 0.05% of 340,000 active; active means well fitted inhibition curve with a large enough effect in the signal ratio, with a control signal flat, not every such curve was filed as active; inconclusive means small, poorly fitted or top-dose-only effect, or effect the other way, or a change in a side signal; the % refers to the signal ratio;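 further: potency means the concentration at half of the fitted maximal effect; plate controls were basal doxycycline-induced cells for no effect and cells given 10 µM MG132 for full effect; MG132 reads +100%, hits lower the ratio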
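Compounds up to 46 uM were incubated four hours with TMD8 cells whose green CBG68 luciferase is fused to IkappaBalpha; red CBR luminescence normalised the signal, and concentration-effect curves were fitted to fusion, red and ratio data.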
USP2a inh = blocks human ubiquitin-specific protease USP2a; USP2 core, Ub-CHOP2 coupled fluorogenic reporter, 485/531; Potency, µM (top dose mostly 38.3 µM), without a hit: at the highest dose activity change, negative = inhibition, usual class: inhibitors; 0.01% of 330,000 active; AID 463254;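 further: potency means the concentration at half of the fitted maximal effect; plate controls were DMSO wells for no effect and full inhibition by NEM control for full effect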
Target sequence (O75604 whole entry, looked up): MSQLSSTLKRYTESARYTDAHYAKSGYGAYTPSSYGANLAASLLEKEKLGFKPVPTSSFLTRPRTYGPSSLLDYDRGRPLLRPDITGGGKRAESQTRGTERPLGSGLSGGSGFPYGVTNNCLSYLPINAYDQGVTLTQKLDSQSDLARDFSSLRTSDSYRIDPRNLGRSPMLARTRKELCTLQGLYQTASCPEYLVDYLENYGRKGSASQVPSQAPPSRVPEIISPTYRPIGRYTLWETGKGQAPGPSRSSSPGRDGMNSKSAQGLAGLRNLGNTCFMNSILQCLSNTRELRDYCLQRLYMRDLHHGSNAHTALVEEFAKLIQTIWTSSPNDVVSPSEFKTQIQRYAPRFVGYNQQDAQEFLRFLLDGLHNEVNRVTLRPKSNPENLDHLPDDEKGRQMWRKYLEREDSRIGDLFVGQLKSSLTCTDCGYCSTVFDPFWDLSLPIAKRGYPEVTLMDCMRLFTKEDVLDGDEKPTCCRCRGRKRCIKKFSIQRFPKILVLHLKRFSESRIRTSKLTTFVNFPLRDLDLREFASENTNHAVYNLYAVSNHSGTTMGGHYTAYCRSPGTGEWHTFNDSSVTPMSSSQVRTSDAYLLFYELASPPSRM
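USP2 core (10nM final) preincubated 30min RT with compound in 20mM Tris-HCl pH 8.0, 2mM CaCl2, 2mM beta-mercaptoethanol, 0.05% CHAPS; 25nM Ub-CHOP2 plus 25nM reporter substrate added, fluorescence (Ex485/Em531) read after 60min.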
Menin MLL FP TR = displaces Texas Red mutant MLL peptide from human menin; Potency, µM (titrated, usually from 61.6 µM), without a hit: top-dose FP activity change, negative = inhibition, usual class: inhibitors; Menin + Texas Red MLL mutant peptide, fluorescence polarization; 0.23% of 270,000 active; active means well fitted inhibition curve with a large enough effect in the polarisation, with a control signal flat, not every such curve was filed as active; inconclusive means small, poorly fitted or top-dose-only effect, or effect the other way, or a change in a side signal; inactive means no such curve, though single readings can be large or run the other way; the % refers to the polarisation; further: potency means the concentration at half of the fitted maximal effect; % of control where 0% means no effect; many of its hits are not listed in these tables
Mito fusion yeast = mitochondrial division inhibition or fusion activation; S. cerevisiae fusion-defective mutant growth rescue, CellTiterGlo 48 h; Potency, µM (highest dose often 46.1 µM), without a hit: at the top dose growth rescue (activation), actives largely listed as activators; 0.23% of 320,000 active; AID 485298;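 further: potency means the concentration at half of the fitted maximal effect; % of control where 0% means no effect; nearly all actives have a fitted effect of over 45% in size; temperature-sensitive fusion mutants such as fzo1-1 at 37 °C on non-fermentable ethanol glycerol medium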
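Read-out: ATP-based luminescence (CellTiterGlo, 10 min ambient) reporting growth of fusion-defective ts yeast after 48 hours at 37C on glycerol/ethanol YPEG medium in the presence of compound.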
* = called active by the depositor; i = inactive; u = inconclusive; x = not tested or not shown; [ ] = dose if it differs, or a comment. Unless noted, the call rests on the fitted dose curve; in most records, active means well fitted curve in the direction sought with a large enough effect; inconclusive means small, poorly fitted or top-dose-only effect, or another doubt; inactive means no such curve, though single readings can be large; an effect the other way counts as inactive or inconclusive. This is a subset (hit frequency here may not be typical).

SMILES	S-ASM inh	GALK inhibitor	hERG WT inh	PKM2 act	Eya2 phos inh	MBNL1 CUG block	TSHR antag	BCR signal inh	USP2a inh	Menin MLL FP TR	Mito fusion yeast
O=C(NNC(=S)NCc1ccc(Cl)cc1)c1ccc2c(c1)OCO2	-3%	9%	x	-16%	-7%	-3%	3	-14%	8%	12%	1%
COc1ccc(-n2cc3c(-c4cccc(Br)c4)nnc(C)c3n2)cc1	-25%	-2%	-6	0%	-5%	x	-15	u	0%	-4%	u
Cc1ccc(S(=O)(=O)NCC(=O)N(CC(=O)NC2CCCCC2)Cc2ccco2)cc1	4%	0%	-11	8%	18%	2%	9	3%	1%	8%	-10%
COc1ccccc1NC(=O)CSc1nnc(C)n1Cc1ccccc1	2%	0%	1	0%	17%	11%	11	2%	1%	-12%	-1%
COCC(C)NC(=O)c1ccccc1[N+](=O)[O-] (stereo not drawn)	-1%	x	0	-7%	6%	3%[11.5 µM]	-1	-2%	2%	10%	1%
O=C(c1ccc2c(c1)OCO2)C1CCCN(Cc2cccc(C(F)(F)F)c2)C1 (stereo not drawn)	-2%	-4%	26	-3%	-6%	0%	-3	1%	1%	x	-6%
CCN(CC(=O)Nc1ccc(N2CCOCC2)cc1)C(=O)Cc1ccccc1	0%	x	25	x	11%	x	-1	1%	-5%	x	1%
CCCCCCNCc1c(F)cccc1Cl	5%	0%	-2	-2%	-3%	-8%	-2	0%	1%	u	-10%
CC(=O)c1c(C)[nH]c(C(=O)COC(=O)CCOc2ccc(C)cc2)c1C	-4%	x	-14	x	19%	x	-5	u	-1%	x	-3%
COc1ccc(S(=O)(=O)N/N=C(/C)c2ccncc2)cc1OC	2%	-8%	-23	2%	-11%	2%	23	2%	1%	-2%	0%
CCCCCCCNC(=O)CN1C(=O)CSc2ccc(S(=O)(=O)N3CCOCC3)cc21	-1%	5%	-9	x	5%	-3%	-2	-2%	2%	x	0%
COc1ccc(N2CCN(CCNC(=O)Nc3cc(Cl)ccc3OC)CC2)cc1	-3%	4%	5	x	-4%	-1%	6	-17%	-5%	-3%	-22%
O=C(NC1CCCc2ccccc21)c1ccccn1 (stereo not drawn)	-1%	8%	-11	-2%	-6%	-2%	-3	0%	2%	8%	7%
CCn1cc(Cl)c(C(=O)Nc2ccccc2C(N)=O)n1	4%	3%	2	0%	-1%	x	2	u	2%	-4%	-3%
O=C(CCc1ccccc1)NCCc1ccc(F)cc1	6%	-6%	20	0%	2%	-8%	46	u	3%	9%	1%
O=C(Cn1cnc2ccccc2c1=O)N(Cc1ccco1)c1ccc(O)cc1	4%	-1%	-13	-18%	6%	5%	-13	-1%	0%	10%	-1%
Cc1ccccc1-n1ncc2c1CC(C)(C)CC2NC(=O)C1CCC1 (stereo not drawn)	6%	5%	-2	x	-4%	-3%	3	2%	2%	x	1%
CCOC(=O)c1ccc(NS(=O)(=O)c2cccc3nsnc23)cc1	-10%	0%	-6	u	5%	u	-1	1%	-2%	0%	4%
CN(CC(=O)NC(=O)NCc1ccccc1)CC(=O)Nc1ccc(Cl)c(Cl)c1	-10%	x	-15	x	-8%	x	2	7%	-1%	x	20%
COc1ccc(N=C2C(=Nc3ccc(OC)cc3)N(c3ccccc3)C(=S)N2C(=O)c2ccc(Cl)cc2)cc1	1%	-1%	2	-17%	-13%	3%	1	u	-12%	u	1%
COCc1[nH]nc2c1C1(C(=O)Nc3ccc(F)cc31)C(C#N)=C(N)O2 (stereo not drawn)	0%	0%	10	8%	-5%	8%	-5	4%	1%	0%[11.7 µM]	-2%
CCOC(=O)C1CCN(C(=O)CN2C(=O)C(C(C)C)Oc3ccccc32)CC1 (stereo not drawn)	2%	-1%	-1	-7%	7%	-2%	-2	18%	-1%	u	9%
COc1ccc(C(=O)O/N=C(\N)Cc2cccs2)cc1OC	0%	-1%	-7	3%	1%	5%	-14	6%	5%	x	2%
Cc1cccc(NC(=O)CNC(=O)COc2ccc(C(=O)c3ccc(F)cc3)cc2)c1C	-2%	2%	63	-2%	0%	-5%	5	2%	1%	u	-3%
Cc1ccc(C(=O)NCc2ccc3c(c2)CCO3)cc1C	2%	0%	-5	2%	-16%	-1%	-3	u	1%	x	0%

New compounds follow:
SMILES	S-ASM inh	GALK inhibitor	hERG WT inh	PKM2 act	Eya2 phos inh	MBNL1 CUG block	TSHR antag	BCR signal inh	USP2a inh	Menin MLL FP TR	Mito fusion yeast
CCOC(=O)c1c(C)n(C)c2ccc(OC)c(NC(=O)c3cccs3)c12	-6%	-2%	1	-4%	-6%	-14%	0	0%	3%	u	3%
CCOC(=O)c1cc(-c2ccc(OC)cc2)nn1-c1ccc(C(=O)O)cc1	6%	1%	4	-2%	-6%	-6%	-8	u	0%	-13%	0%
COc1ccc(/C=N/NC(=O)c2ccccc2)cc1OS(=O)(=O)c1ccccc1	-6%	2%	-2	-10%	-5%	u	1	-3%	0%	4%	2%
COc1ccccc1[C@H]1C(c2ccc(F)cc2)=NN(c2ccccc2)[C@@H]1CO	i	x	-6	x	-4%	x	13	u	1%	u	x
O=[N+]([O-])c1cc([N+](=O)[O-])c(Oc2cncc(Cl)c2)cc1NN1CCCCC1	-8%	x	-8	1%	19%	-5%	23	0%	0%	5%	5%
CSc1ncc(Cl)c(C(=O)Nc2cccc(Cl)c2)n1	-17%	x	-2	x	8%	6%	-7	u	-1%	47%[activator]	6%
Cc1oc(C)c(S(=O)(=O)NCc2cccs2)c1C(=O)O	2%	0%	-10	-3%	-3%	x	4	6%	0%	x	7%
Cc1c(Cc2ccccc2)c(NCCN(C)C)n2c(nc3ccccc32)c1C#N	x	5%	1	-2%	-23%	4%	-4	6%	2%	x	-27%
CCOC(=O)[C@@H]1[C@H]2COc3ccc(Br)cc3[C@@H]2N2C(=O)N(c3ccc(Cl)cc3)C(=O)[C@@]12C	12%	x	-2	x	-16%	x	5	1%	1%	x	x
CC1CCCC(NC(=O)NC(=O)CCl)C1C (stereo not drawn)	0%	0%	13	-8%	0%	x	-23	u	4%	-10%	-9%
COc1cc(NC(=S)N2CCCC(CO)C2)c(OC)cc1Cl (stereo not drawn)	2%	1%	-24	-7%	12%	-9%	-1	3%	-1%	-1%	-3%
COc1ccccc1-c1nnc(NC(=O)C(C)C)s1	0%	2%	-10	10%	-3%	-5%	-8	-12%	-3%	-11%	-3%
CCS(=O)(=O)N1CCN=C1SCc1cccnc1	0%	-1%	8	-3%	-10%	-9%	-4	-10%	0%	4%	6%
COc1cc(OC)c(OC)cc1/C=N/NC(=O)c1cc(-c2cccn2C)n[nH]1	-6%	-3%	0	2%	u	4%	-8	u	-1%	80%[activator]	-2%
CC1(NC(=O)CC(c2ccccc2)(c2ccccc2)c2ccccc2)CCN(CCCc2ccccc2)C1=O (stereo not drawn)	u	x	6	x	-8%	x	12	u	0%	x	u
COCCCN1CN(Cc2ccco2)CNC1=S	3%	0%	-4	2%	-17%	-13%	0	3%	4%	x	-1%
CCOC(=O)c1c(C)[nH]c(C(=O)COC(=O)c2ccco2)c1C	0%	x	0	x	-28%	x	-4	3%	-1%	x	x
CCC(C)(C)NC(=O)C(c1ccccc1F)N(Cc1ccco1)C(=O)c1csnn1 (stereo not drawn)	2%	1%	46	-3%	-6%	-17%	1	-2%	2%	4%	14%
Cc1ccc(C)c(SCC(=O)OCC(=O)Nc2ccc(S(=O)(=O)N3CCOCC3)cc2)c1	-6%	6%	1	0%	-2%	-6%	7	-1%	-5%	u	-2%
CN(CC(=O)Nc1ccccc1Br)C(=O)CN(C)C1CCCCC1	4%	x	-1	x	-3%	x	9	0%	2%	x	-11%
N#CCO/N=C/C(=O)Nc1ccc(F)cc1F	8%	-1%	-11	-2%	10%	-8%	8	u	3%	-6%	-3%
O=C(Nc1ccc(-c2nc3cccnc3s2)cc1)c1cccnc1Cl	24%	-1%	22	3%	-7%	u	-8	1%	-1%	x	13%

Compound activity from PubChem.
